# dFosB act: activators of delta FosB homodimer, primary screen, biochemical, fluorescence polarization, TAMRA-CDK5 oligo, single point; Protein FosB (Mus musculus), P13346; purified delta FosB; percent of positive-control signal above neutral wells; activation, % at 25 µM; 340,000 compounds, 0.99% hits;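 active = mean activation above about 17%, with every replicate also reaching it, limit read from the data, passing the limit was not always enough; inconclusive = only one of the two conditions met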;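 note: fluorescence polarization rise as delta FosB binds a TAMRA Cdk5 AP-1 oligo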
# Target sequence (P13346 whole entry, looked up): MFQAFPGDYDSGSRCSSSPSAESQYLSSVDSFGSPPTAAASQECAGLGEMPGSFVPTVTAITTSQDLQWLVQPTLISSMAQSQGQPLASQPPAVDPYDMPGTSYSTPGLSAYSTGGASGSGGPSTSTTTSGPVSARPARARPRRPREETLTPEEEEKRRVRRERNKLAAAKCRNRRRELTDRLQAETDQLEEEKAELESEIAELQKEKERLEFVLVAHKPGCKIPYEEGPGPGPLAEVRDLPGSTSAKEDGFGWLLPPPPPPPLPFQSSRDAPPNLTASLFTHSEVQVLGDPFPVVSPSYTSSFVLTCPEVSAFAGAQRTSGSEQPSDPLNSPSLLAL
# MITF TRPM1 HTS: activators of MITF-driven TRPM1 promoter reporter, primary screen, cell-based, SK-MEL-5, luciferase, single point; SK-MEL-5 TRPM1-promoter luciferase, 24 h; % of positive control, neutral wells = 0; activation, % at 12.5 µM; 300,000 compounds, 0.75% hits; AID 588334, 2011;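 active = mean activation of at least 80% with every replicate also reaching 80%; inconclusive = mean reaches 80% but some replicate falls short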;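 note: 0% = neutral control wells and 100% = parthenolide positive control wells; values of inactives mirror those of a sister screen read the other way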
# SR-BI uptake up: activators of SR-BI mediated DiI-HDL uptake, primary screen, ldlA[mSR-BI] CHO cells, DiI fluorescence. 3 h; 100 = double the neutral-control signal. activation, % at 12.5 µM. 320,000 compounds, 0.096% hits. AID 504775, 2011;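 active = mean replicate activation of at least 60% and every replicate at or above 60%; inconclusive = mean or all-replicate condition met, but not both; inactive = mean below 60% and not all replicates reaching 60%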;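 note: 0% = median plate neutral-control signal and 100% = twice that signal; values of inactives mirror those of a sister screen read the other way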
#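 Test system: SR-BI-overexpressing, LDLR-lacking CHO cells. Measured by: DiI fluorescence, bottom read. Medium: Ham's F12 with 0.5% BSA, HEPES 25 mM, pH 7.4. Timing: 3 h uptake period with compound, 37 °C.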
# cardiac RTF act: cardiac RTF calcium sensitivity activators, primary screen, biochemical, IANBD-TnC fluorescence, EC20 calcium; 340,000 compounds, 0.24% hits; activation, % at 7.2 µM; IANBD-labeled TnC RTF fluorescence at EC20 calcium; 0% EC20 calcium, 100% full calcium;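 active = activation above the mean over all tested compounds plus 3 SD, cut at about 30% in these data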;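 note: rise in fluorescence read as greater calcium sensitivity of cardiac thin filaments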
# CDK5 inh: inhibitors of human CDK5/p35 kinase, primary screen, biochemical, single concentration. Cyclin-dependent kinase 5 (Homo sapiens) + Cyclin-dependent kinase 5 activator 1 (Homo …. Recombinant CDK5/p35, ADP-Glo luminescence, 60 min. inhibition, % at 10 µM. 330,000 compounds, 0.01% hits. AID 488839, 2010;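 active = highest replicate inhibition of at least 50% and at least 75% of replicates reaching 50%; inconclusive = only one of the two criteria met; inactive = both criteria failed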;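 note: plate controls were DMSO neutral control for no effect and GW8510 at 10 µM for full effect; many of its hits are not listed in these tables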
# Wnt act: Wnt/beta-catenin pathway activators, primary screen, cell-based, plate reader, single point | Wnt/beta-catenin reporter cell assay, activator | activation, % at 9.35 µM | 300,000 compounds, 1.2% hits; in the data active = activation above about 30%, passing the limit was not always enough; inconclusive = no clear call, values can overlap the other calls;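 note: 0% = neutral control wells and 100% = positive control wells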
# PvdQ inh: P. aeruginosa PvdQ acylase inhibitors, primary screen, biochemical, fluorescence, plate reader and imaging, single point; PvdQ acylase [Pseudomonas aeruginosa LESB58]; purified PvdQ acylase; inhibition, % at 10 µM; 340,000 compounds, 0.063% hits; AID 488965, 2010; in the data active = inhibition above about 30%, passing the limit was not always enough; inconclusive = no clear call, values can overlap the other calls;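 note: 0% = vehicle neutral wells and 100% = reference inhibitor wells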
# SR-BI DiI inh: inhibitors of SR-BI mediated HDL lipid uptake, primary screen, ldlA[mSR-BI] cells, fluorescence, single point; Scavenger receptor class B member 1 (Mus musculus), Q61009; ldlA[mSR-BI] CHO cells, DiI-HDL uptake fluorescence, 3 h; inhibition, % at 12.5 µM; 320,000 compounds, 0.96% hits; AID 488896, 2010;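 active = mean replicate inhibition of at least 70% and a set share of replicates each scoring 70 or more; inconclusive = meets just one of the two criteria; inactive = fails both criteria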;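 note: 0% = median of neutral control wells and 100% = median of positive control wells; values of inactives mirror those of a sister screen read the other way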
# HTR5A ag ctr: HTR5A agonists in luminescence cell assay, primary screen, counter-screen for OPRM1-OPRD1 heterodimer agonist project, full-deck HTS. 5-hydroxytryptamine receptor 5A (Homo sapiens), P47898. cell-based. activation, % at 9.3 µM. 340,000 compounds, 0.61% hits. AID 504692, 2011; in the data active = activation mostly above about 9.5%, no sharp cut-off; inactive = mostly below about 7.6%;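 note: 0% = cells with vehicle only and 100% = reference agonist; strong numbers were not always called active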
# Target sequence (P47898 whole entry, looked up): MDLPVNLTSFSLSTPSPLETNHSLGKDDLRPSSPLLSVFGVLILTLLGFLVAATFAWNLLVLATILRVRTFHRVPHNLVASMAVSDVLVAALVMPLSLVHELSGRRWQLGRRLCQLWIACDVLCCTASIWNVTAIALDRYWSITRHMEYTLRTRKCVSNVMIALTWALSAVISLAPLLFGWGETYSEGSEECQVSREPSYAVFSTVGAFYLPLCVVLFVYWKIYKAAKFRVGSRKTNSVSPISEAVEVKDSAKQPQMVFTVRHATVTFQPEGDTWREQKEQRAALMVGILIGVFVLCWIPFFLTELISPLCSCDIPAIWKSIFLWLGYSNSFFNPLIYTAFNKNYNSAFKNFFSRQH
# Rtt109 Vps75: inhibitors of C. albicans Rtt109/Vps75 HAT, primary screen, biochemical, ThioGlo CoA-SH fluorescence, plate reader; Histone acetyltransferase RTT109 (Candida albicans (strain SC5314 / ATCC MYA-2876)), …; purified Rtt109/Vps75, 4 h; inhibition, % at 34.9 µM; 330,000 compounds, 0.16% hits; AID 540336, 2011;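 active = inhibition of at least 50% in every replicate; inconclusive = best replicate reaches 50% inhibition but some replicates fall short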
# Target sequence (Q5AAJ8 whole entry, looked up): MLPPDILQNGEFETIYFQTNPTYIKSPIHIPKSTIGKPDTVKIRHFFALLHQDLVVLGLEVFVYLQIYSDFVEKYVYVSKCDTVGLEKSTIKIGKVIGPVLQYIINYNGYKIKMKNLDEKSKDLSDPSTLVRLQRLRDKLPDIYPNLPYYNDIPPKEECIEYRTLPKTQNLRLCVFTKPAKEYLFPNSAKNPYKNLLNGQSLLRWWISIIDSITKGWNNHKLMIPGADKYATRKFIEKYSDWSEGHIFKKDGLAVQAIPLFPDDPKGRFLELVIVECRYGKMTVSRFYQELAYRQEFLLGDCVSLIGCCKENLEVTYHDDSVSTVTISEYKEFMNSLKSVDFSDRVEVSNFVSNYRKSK
# An asterisk follows results filed as active; ? = inconclusive; · = no result given.
compound	MITF TRPM1 HTS	HTR5A ag ctr	dFosB act	SR-BI uptake up	cardiac RTF act	Rtt109 Vps75	SR-BI DiI inh	Wnt act	CDK5 inh	PvdQ inh
Cc1ccc2nc3cc([N+](=O)[O-])cc([N+](=O)[O-])c3cc2c1	-62	0	0	-50	-1	1	50	-1	-2.2	-4
CCCC(=O)NNC(=O)CCC(=O)Nc1ccccc1Cl	-3	-1	-4	31	-1	-1	-31	-1	-0.2	-1
Cc1cn(-c2ccccc2)c(C)c1/C=N\Nc1nc(N2CCOCC2)nc(N2CCOCC2)n1	5	-3	3	9	-3	7	-9	-3	-0.9	2
CC(=O)Nc1ccc(NC(=O)COC(=O)c2ccccn2)cc1	-9	-1	6	25	0	3	-25	-1	0.5	-10
Cc1ccc2nc(NC(=O)c3ccc(Br)o3)sc2c1	·	-3	5	-22	1	-1	22	16	0.2	2
Cc1cc(=O)oc2cc(OCC(=O)NC3(C#N)CCCCC3)c(Cl)cc12	12	3	-13	-35	0	-9	35	3	-0.5	-13
CCOCCCNC(=O)c1cn(CC)c2ccc(S(=O)(=O)N3CCOCC3)cc2c1=O	2	-4	-2	33	1	2	-33	-2	0.3	2
O=C(CC1CC2CCC1C2)N1CCN(S(=O)(=O)c2ccccc2F)CC1 (stereo not drawn)	1	8	-4	-2	-1	-3	2	-2	0.9	-9
CCCOC(=O)Nc1sc2c(c1C(=O)OCC)CCC2	4	-1	-10	-27	-1	·	27	·	-0.7	4
O=C(COC(=O)c1cc(=O)[nH]c2ccccc12)c1ccccc1	5	-2	-1	10	3	1	-10	0	0.1	-21
Cc1nc(Cl)c(C(=O)NC(=O)NCc2ccccc2)c(C)c1Cl	6	-4	-9	-16	-3	2	16	-4	-1.0	-14
O=C(O)c1cccc(N2C(=O)c3ccc(Oc4ccc(Cl)cc4)cc3C2=O)c1	-8	0	-2	-8	-1	7	8	-1	0.3	-4
COCCN1Cc2cccc(C(=O)Nc3cccnc3)c2C1=O	15	1	-15	6	3	-9	-6	·	2.4	-11
COc1cc(OC)cc(C(=O)N2CCN(C3CCC(C)CC3)CC2)c1 (stereo not drawn)	·	-1	-3	7	2	-7	-7	-1	0.5	-9
CCCn1nc2cc(C(=O)NCc3ccc4c(c3)OCO4)ccc2c1OCC	-2	2	-6	2	1	-5	-2	-1	-0.2	-13
COc1cc(/C=C2\SC(=O)NC2=O)ccc1Oc1ccc([N+](=O)[O-])cc1[N+](=O)[O-]	-15	2	0	-6	1	-6	6	1	1.0	-7
Cc1ccc(OCC(=O)N2CCCC(CO)(CCOc3ccccc3)C2)cc1 (stereo not drawn)	3	3	-4	17	0	-3	-17	-2	0.4	-1
CN(C)/C=N/c1nc2nccc(-c3ccc(Cl)cc3)n2n1	0	-1	-16	-21	2	-4	21	-12	-0.5	-15
O=C(NC(C(=O)N/N=C/c1ccncc1)c1n[nH]c(=O)c2ccccc12)c1ccccc1 (stereo not drawn)	-7	1	-12	·	2	3	·	1	4.6	6
COc1ccccc1C(=O)NCC(=O)OCCCOC(=O)CNC(=O)c1ccccc1OC	13	1	-3	-23	-1	-2	23	1	-0.4	-2
CC(C)Cn1c(N)c(C=O)c(=O)n(C)c1=O	2	-4	-8	3	0	·	-3	-2	-2.1	-9
COc1ccc(COC(=O)C2CCN(S(=O)(=O)c3cccs3)CC2)cc1	0	-10	-9	10	0	-1	-10	5	-0.5	-15
O=C(NC1CC1)c1nc(Cn2cc([N+](=O)[O-])cn2)no1	-9	4	-4	·	2	-2	-20	3	-0.3	-17
O=C(O)c1cc(NCc2ccc3c(c2)OCO3)ccc1N1CCOCC1	·	8	-2	11	0	-4	-11	·	2.1	3
COc1cccc(C2=NOC(C(=O)NCc3ccccc3)C2)c1 (stereo not drawn)	-16	4	1	6	9	-2	-6	·	0.8	-14
CN(C)C(=O)c1ccc(COc2ccccc2Br)o1	65	-2	-2	-20	7	-2	20	·	0.4	-12
COc1ccc(NS(=O)(=O)c2cn(C)c(=O)n(C)c2=O)cc1	-8	0	-4	-2	2	-4	2	42*	-0.8	-9
COC(=O)c1ccccc1NC(=O)CSc1nc(Nc2ccccc2)nc(N2CCOCC2)n1	45	-3	-11	-25	-2	23	25	-2	-1.2	4
CC(CCc1ccccc1)NC(=O)COC(=O)C(CCC(N)=O)NC(=O)c1ccc(F)cc1 (stereo not drawn)	5	1	-7	14	-2	-11	-14	-3	1.0	-5
CC(C)C1(c2ccsc2)NC(=O)NC1=O (stereo not drawn)	-1	0	-3	10	6	7	-10	-5	0.9	-12
Nc1c(C(=O)Nc2ccc3c(c2)OCCO3)nnn1Cc1ccccc1	81*	2	-10	-16	-3	-10	16	0	1.6	-13
CCCCCn1c(Sc2nc3ccccc3s2)nc2c1c(=O)[nH]c(=O)n2C	-4	-1	2	-13	-5	·	13	-3	0.1	-6
CC1CN(CC(=O)N2CCc3[nH]c4ccccc4c3C2)CC(C)O1 (stereo not drawn)	-8	2	0	8	-2	-63	-8	7	0.9	8
Cc1cccc(NC(=O)c2nnn(-c3cccc(C(F)(F)F)c3)c2N)c1	42	4	-2	-27	11	1	27	9	0.2	-14
CCC1(c2ccccc2)NC(=S)N(c2ccc(C)c(C)c2)N1 (stereo not drawn)	3	-1	-5	11	-6	6	-11	8	1.3	-5
Cc1ccc(NCc2nnc(SCC(=O)OC3CCCCC3)o2)c(C)c1	-4	1	4	-2	3	-20	2	-4	-0.2	10
COc1cc2sc(-c3ccccc3OC)c(-c3ccc(OCCN4CCCCC4)cc3)c2cc1OC	-24	2	2	9	5	8	-9	-4	-0.5	-5
CNC[C@H]1Oc2c(NC(=O)C3CC3)cccc2C(=O)N([C@H](C)CO)C[C@@H]1C	9	-1	-1	0	1	-7	0	-2	-3.1	-27
CCC(C)NC(=O)CSc1ccc(S(=O)(=O)N(C)C2CCCCC2)cn1 (stereo not drawn)	-9	9	-10	-9	-1	-3	9	-6	-2.7	-17
CC(=O)C1=C(C)NC(=O)NC1c1cc(Br)ccc1OCC#N (stereo not drawn)	·	-1	0	9	2	·	-9	2	-2.5	6
Cc1sc2nc(CSc3ccc([N+](=O)[O-])c(C(F)(F)F)c3)[nH]c(=O)c2c1C	2	3	-9	-7	11	10	7	·	-0.5	2
CC1CN(C(=O)CSc2nnc(-c3ccncc3)n2-c2ccccc2)CC(C)O1 (stereo not drawn)	-10	-6	0	-1	2	23	1	0	0.4	8
CN(C)c1ccc(C(CC(=O)c2ccccc2)C2CCCCC2=O)cc1 (stereo not drawn)	9	3	1	-3	3	-3	3	·	-1.9	-13
COc1ccc(S(=O)(=O)N2CCC3(CC2)CC(=O)c2ccccc2O3)cc1C	-5	0	5	25	3	-12	-25	-3	-0.1	-7
CC(=O)N1CCc2cc(S(=O)(=O)CCC(=O)N3CCc4ccccc4C3)ccc21	·	4	-2	-4	12	-8	4	-1	-0.3	7
N#Cc1ccc2ccn(CC(=O)NC3CCCCCC3)c2c1	-6	4	2	0	-4	-9	0	?	-0.5	-17
CCc1ccc(NC(=S)N(CCC(C)C)C2CCN(C(C)=O)CC2)cc1	11	4	0	·	4	·	·	1	-0.6	-15
Cc1cc(OCC(=O)Nc2c(C)n(C)n(-c3ccccc3)c2=O)ccc1[N+](=O)[O-]	-7	1	1	15	-1	-4	-15	2	1.4	-9
CCOC(=O)[C@H]1[C@H]2COc3ccc(Br)cc3[C@@H]2N2C(=O)c3ccc(C)cc3NC(=O)[C@@]12C	-2	-1	0	15	8	6	-15	2	0.0	-11
CSCCC(NC(=O)CCN1C(=O)c2ccccc2C1=O)C(=O)O (stereo not drawn)	·	-4	0	36	-2	-25	-36	·	-1.1	-13

# The list continues:
compound	MITF TRPM1 HTS	HTR5A ag ctr	dFosB act	SR-BI uptake up	cardiac RTF act	Rtt109 Vps75	SR-BI DiI inh	Wnt act	CDK5 inh	PvdQ inh
CCn1cnc2cc(NCc3ccc(N(C)C)cc3)ccc21	9	-1	0	16	2	12	-16	10	2.7	-15
Nc1nc(Nc2ccccc2Br)nc(C(F)(F)F)n1	23	-3	1	-17	3	-2	17	5	1.3	-3
O=S(=O)(Cc1ccccc1)N1CCCc2ccccc21	-14	3	-5	-8	-4	-8	8	-4	1.3	-13
O=C(NCC(=O)N1CCCC(C(F)(F)F)C1)c1ccco1 (stereo not drawn)	-2	-9	-4	8	-9	-14	-8	4	1.0	4
COc1ccccc1CCNC(=O)c1ccc(C)o1	9	-1	2	9	-2	-5	-9	0	-0.1	-10
Cc1cc2oc(=O)cc(CN3CCC(C)CC3)c2cc1Cl	24	0	-2	12	-2	-1	-12	4	-1.0	-18
c1ccc(Sc2cnc3ccccc3n2)cc1	70	4	3	-14	8	-8	14	·	0.8	0
COc1ccc(NC(=O)CSc2nc3c([nH]c4ccccc43)c(=O)n2C)c(OC)c1	-27	2	4	-9	4	3	9	-1	-0.9	6
Brc1ccc(C2=Nn3c(nnc3-c3n[nH]c4c3CCC4)SC2)cc1	-15	6	-22	-25	5	6	25	·	-0.3	-14
CCCCNC(=S)NC1CCCC1	-8	2	3	-11	-4	-10	11	·	-1.9	3
O=C(Nc1nccs1)c1cccnc1Cl	1	-2	-4	20	-4	·	-20	-2	-0.5	6
Nc1c(Cl)cc2c(c1Br)Cc1ccccc1-2	-3	-3	-1	-28	-6	-15	28	14	-1.6	-8
COC(=O)CCN1CCC(C(N)=O)CC1	-7	-1	0	2	8	-10	-2	-3	1.4	-16
CC(NC(=O)c1cccnc1)C(c1ccccc1)N1CCN(C)CC1 (stereo not drawn)	-3	0	1	1	-1	11	-1	0	1.5	-13
CN(C(=O)Nc1ccc(C(C)(C)C)cc1)C1CCCCC1	·	7	2	21	4	3	-21	18	-1.5	-4
O=C(O)c1ccc(/C=N\Nc2ccccn2)cc1	34	5	-4	0	2	18	0	15	10	10

# Outcome played no part in choosing rows; 4.4% or so of the library scored in one or more.
